# CSM14.1 death rescue – rescue of cells from ER stress-induced death, primary screen, 384-well, CSM14.1, thapsigargin, ATP luminescence (AID 1222); CSM14.1 thapsigargin-induced death rescue, ATP luminescence; higher % means a stronger effect; 190,000 tested, under 10 active; cellular ATP content (survival), % at 20 µM; hits with a dose series show EC50 in µM;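 active means EC50 below 50 µM in the dose-response confirmation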;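 further: death triggered by thapsigargin at about 15 µM added after 2 h compound pretreatment; cell ATP read after overnight thapsigargin exposure of roughly 18 to 22 hours; normalized against plate controls of thapsigargin alone and 5% DMSO vehicle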
# MgcRacGAP inhibition – MgcRacGAP GTPase-activating activity inhibitors, confirmation, biochemical, ADP Hunter fluorescence | MgcRacGAP-stimulated Rac1 GTP hydrolysis, ADP Hunter fluorescence; higher % means a stronger effect; GST-tagged Rac1 F28L mutant substrate | hit rate 0.6% among 340,000 | inhibition, % at 30 µM, or IC50 in µM where a hit was titrated;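 active means first-screen hits whose inhibition reached a set limit at any dose in the follow-up dose series; inconclusive means inhibition above the set first-screen limit but never retested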;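 further: fluorescence reports GDP produced by GAP-driven GTP hydrolysis; strong numbers were not always called active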
# LYP phosphatase – PTPN22 lymphoid phosphatase activity blockers – biochemical, fluorescence intensity, uHTS (AID 1779). inhibition, % at 11.5 µM; hits with a dose series show IC50 in µM. hit rate 0.054% among 290,000. recombinant LYP phosphatase, fluorescence intensity; higher % means a stronger effect; in the data active means inhibition above about 50%;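 further: plate controls were vehicle with enzyme for no effect and no enzyme for full effect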
# Salmonella PhoP GFP – PhoP-dependent GFP reporter repression – Salmonella Typhimurium, primary screen (AID 1863); S. Typhimurium PhoP-regulated promoter GFP reporter, 4 h; higher % means a stronger effect; inhibition, % at 50 µM, or IC50 in µM where a hit was titrated; hit rate 0.16% among 300,000;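 active means inhibition over 29.93%, a cutoff 3 SD above the screen mean, later confirmed by dose response; inconclusive means inhibition over 29.93% but no dose response follow-up; inactive means inhibition at most 29.93% or unconfirmed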;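 further: 0% = low Mg2+ inducing control and 100% = high Mg2+ repressing control; strong numbers were not always called active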
# West Nile virus CPE – West Nile virus antiviral activity, cell-based, CPE readout (AID 1621); West Nile virus-infected cells, CPE inhibition; higher % means a stronger effect; one-dose CPE inhibition, % at 10 µM; IC50 in µM for titrated hits; hit rate 0.02% among 290,000; in the data active means a potency from the dose series; inconclusive means CPE inhibition mostly from about 3.7% at the one dose, without a potency; inactive means the rest, 99 in 100 with CPE inhibition below about 2.2%; further: strong numbers were not always called active
# SV40 large T antigen – TAg ATPase/helicase activity blockers – biochemical (AID 1903) | hit rate 0.39% among 310,000 | inhibition, % at 20 µM; hits with a dose series show IC50 in µM | SV40 large T antigen ATPase/helicase inhibition assay; higher % means a stronger effect; in the data active means a potency from the dose series; inconclusive means inhibition mostly from about 32% at the one dose, without a potency; inactive means the rest, 99 in 100 with inhibition below about 32%; further: strong numbers were not always called active
# Dengue-2 NS5 capping – flavivirus cap methylation enzyme inhibition – biochemical, confirmation dose response, primary screen (AID 588689); one-dose inhibition, % at 25 µM; IC50 in µM for titrated hits; Dengue-2 NS5 methyltransferase capping enzyme assay, biochemical; higher % means a stronger effect; hit rate 0.3% among 340,000; in the data active means a potency from the dose series; inconclusive means inhibition above about 29% without an active follow-up result
# RSV antiviral HEp-2 – inhibition of RSV-induced cytopathic effect – HEp-2 cells, primary 10 µM value included (AID 2391); hit rate 0.13% among 310,000; CPE inhibition, % at 10 µM, or IC50 in µM where a hit was titrated; HEp-2 cells, RSV-induced CPE inhibition; higher % means a stronger effect; in the data active means a potency from the dose series; inconclusive means CPE inhibition mostly from about 23% at the one dose, without a potency; inactive means the rest, 99 in 100 with CPE inhibition below about 21%; further: strong numbers were not always called active
# GPR35 antagonists – inhibition of zaprinast-stimulated GPR35 beta-arrestin translocation – imaging, U2OS, beta-arrestin-GFP, zaprinast agonist, primary screen (AID 2058); U2OS GPR35 beta-arrestin-GFP translocation imaging, zaprinast antagonism; higher % means a stronger effect; hit rate 0.052% among 290,000; one-dose inhibition, % at 10 µM; IC50 in µM for titrated hits;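 active means inhibition of at least 50% with at least 30 cells and total cytoplasm GFP at most 10,000,000; inconclusive means under 30 cells or total GFP of 10,000,000 plus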
# Dengue-2 NS5 capping pilot replicate – further read-out of Dengue-2 NS5 capping, marked with its call; inhibition, %; measured here: pilot screen replicate inhibition
# * = called active by the depositor; ? = inconclusive; . = no result given.
SMILES,CSM14.1 death rescue,MgcRacGAP inhibition,LYP phosphatase,Salmonella PhoP GFP,West Nile virus CPE,SV40 large T antigen,Dengue-2 NS5 capping,RSV antiviral HEp-2,GPR35 antagonists,others
CCc1ccccc1NC(=O)CCc1c(C)nn(-c2ccc(N3CCOCC3)nn2)c1C,.,5.1%,-12.9%,-3.8%,0.2%,9.5%,-10.4%,2.5%,1.8%,
CCOC(=O)c1sc(=NC(=O)c2ccc(OC(C)C)cc2)n(C)c1C,.,7.7%,2.8%,6.9%,-0.2%,8.8%,0.7%,0.0%,-4.6%,
CO/N=C/c1ccc(N2CCN(C(=O)c3cccc(C(F)(F)F)c3)CC2)c([N+](=O)[O-])c1,0.6%,4.1%,3.9%,13.4%,2.0%,-3.4%,-1.6%,7.3%,3.1%,
CN1CCN(S(=O)(=O)c2ccc(NC(=O)C(C)(C)C)cc2)CC1,-0.4%,6.5%,-5.0%,-1.8%,-0.9%,11.6%,-2.0%,-0.2%,-0.8%,
C=CCc1ccc(OCC(O)COCC)c(OC)c1 (stereo not drawn),-0.7%,14.0%,-2.9%,2.2%,0.1%,-0.4%,-1.1%,0.5%,-12.7%,
Cc1ccc([N+](=O)[O-])cc1NC(=O)CSc1n[nH]c(-c2cccnc2)n1,.,4.7%,-6.1%,5.2%,-0.4%,10.3%,-1.7%,-0.4%,9.6%,
Cc1cc(NC(=O)c2ccc3[nH]c(C)c(C)c3c2)ccn1,.,7.2%,-7.5%,13.0%,-0.8%,3.3%,1.9%,10.1%,2.3%,
Cc1ccc(NC(=Nc2ccc(Br)cc2)N2CCOCC2)cc1C,.,6.9%,-2.9%,-2.6%,-0.8%,7.6%,0.0%,0.0%,18.1%,
C/C(=C(\C#N)C(=O)NCCN1CCOCC1)N(C)C,0.5%,-2.8%,-5.9%,-10.5%,-0.4%,-1.2%,-3.1%,-1.1%,3.6%,
CCC(Sc1nc2n[nH]c(C)c2c(=N)n1-c1cc(Cl)ccc1C)C(=O)N1CCOCC1 (stereo not drawn),2.2%,3.5%,-5.2%,-10.6%,0.5%,10.0%,.,1.2%,9.5%,
COc1cccc(CN2CCC(Oc3ccc(C(=O)N4CCCCC4)cc3)CC2)c1O,.,3.9%,-9.7%,7.4%,-0.5%,17.1%,0.7%,1.4%,0.0%,
O=[N+]([O-])c1ccc(-c2ccn[nH]2)o1,0.4%,10.6%,-1.7%,38.3µM*,-1.1%,6.7%,-2.7%,0.3%,-17.7%,
CCn1cc(S(=O)(=O)NCc2ccccc2Br)cn1,.,6.6%,-4.4%,1.2%,-0.1%,2.5%,-9.4%,1.6%,-5.7%,
O=C(NCCc1nc(-c2ccccc2)no1)c1ccco1,.,3.2%,.,-4.0%,-0.7%,7.0%,-4.8%,2.6%,.,
CCOc1ccccc1N(CC(=O)NCCOC)C(=O)CCC(=O)Nc1ccccn1,-0.8%,6.2%,-9.1%,6.8%,-0.1%,1.9%,-3.7%,-1.3%,-9.0%,
CC(=NCCc1ccccc1)C1=C(O)C(c2ccccc2)OC1=O (stereo not drawn),-6.0%,1.4%,-1.1%,-6.5%,-0.6%,8.2%,-7.8%,1.4%,-10.9%,
COC(=O)CNC(=O)COC(=O)c1ccc(OC)c([N+](=O)[O-])c1,2.7%,9.8%,-6.6%,-5.7%,-0.5%,-9.1%,-0.7%,0.3%,4.6%,
Clc1ccc(-c2nc(/C=N/N3CCOCC3)c3ccccn23)cc1,-0.8%,?,-0.5%,-1.9%,-0.5%,30.4%,-5.3%,3.1%,6.3%,
CCc1nc2c(cnn2-c2ccc(Cl)cc2)c(=O)n1-c1ccc2c(c1)OCCO2,-1.3%,6.4%,-0.8%,-2.1%,-0.7%,6.1%,-4.1%,8.9%,-0.1%,
Cc1cccc(C(=O)Nc2ccccc2NC(=O)c2cccc(C)c2)c1,.,5.8%,-1.4%,0.1%,0.6%,1.9%,-5.2%,2.3%,1.9%,
CC(NC(=O)c1cn(C)c2ccc(S(=O)(=O)N3CCCC3)cc2c1=O)c1ccc2c(c1)OCCO2 (stereo not drawn),7.6%,6.0%,4.3%,0.8%,-0.1%,20.5%,0.8%,11.1%,7.4%,
CC1Cc2ccccc2N1C(=O)CSc1nnc(-c2ccc(S(=O)(=O)N3CCOCC3)cc2)n1C (stereo not drawn),-1.5%,2.9%,2.9%,3.2%,-0.9%,10.2%,-2.9%,3.1%,1.2%,
O=c1[nH]c2ccccc2nc1-c1ccccc1,.,12.2%,-10.6%,6.1%,-0.1%,7.5%,-4.8%,0.6%,7.3%,
O=C(CC(=O)N/N=C/c1ccccc1O)NCc1cccnc1,1.2%,3.8%,-2.6%,14.0%,-0.5%,6.1%,-0.7%,1.1%,-1.4%,

# Continued, overlapping the part above by 2 compounds.
SMILES,CSM14.1 death rescue,MgcRacGAP inhibition,LYP phosphatase,Salmonella PhoP GFP,West Nile virus CPE,SV40 large T antigen,Dengue-2 NS5 capping,RSV antiviral HEp-2,GPR35 antagonists,others
O=c1[nH]c2ccccc2nc1-c1ccccc1,.,12.2%,-10.6%,6.1%,-0.1%,7.5%,-4.8%,0.6%,7.3%,
O=C(CC(=O)N/N=C/c1ccccc1O)NCc1cccnc1,1.2%,3.8%,-2.6%,14.0%,-0.5%,6.1%,-0.7%,1.1%,-1.4%,
CCC(C)N(C(=O)c1csnn1)C(C(=O)NC1CCCC1)c1ccc(F)cc1 (stereo not drawn),.,8.6%,-6.7%,7.5%,-0.7%,10.8%,-1.7%,0.1%,8.1%,
Cc1ccc([N+](=O)[O-])cc1S(=O)(=O)Nc1cccc(-c2ccc(N3CCOCC3)nn2)c1,.,11.4%,.,5.9%,.,28.7%,-10.8%,30.8%,.,
CC(/C=C/c1ccccc1)=N\NC(=O)c1ccncc1,-2.6%,6.7%,-0.2%,1.7%,0.2%,-3.0%,1.4%,0.9%,10.5%,
CCCCNC(=O)CCCCCNS(=O)(=O)c1ccc(Br)cc1,-0.7%,7.8%,-2.8%,-6.2%,0.8%,4.3%,-7.6%,0.6%,18.0%,
O=C(Nc1nccs1)c1ccc(S(=O)(=O)c2ccccc2)cc1,-1.2%,2.2%,-4.6%,-4.8%,0.4%,1.3%,-12.1%,2.3%,-6.2%,
CS(=O)(=O)N(CC(=O)N1CCOCC1)c1cccc(F)c1,.,14.2%,-6.3%,-2.2%,0.2%,2.1%,-0.8%,1.1%,-7.0%,
COc1ccc(OC)c(CNC(=O)CCN2C(=O)COc3ccccc32)c1,-1.7%,2.7%,-0.4%,-5.6%,-0.1%,-2.6%,-2.1%,5.2%,3.9%,
CCN(C(=O)CSc1nnc(Cn2nnc3ccccc32)o1)c1nc(C)cs1,-0.5%,8.8%,-6.3%,-8.9%,.,13.8%,-1.6%,9.2%,-15.4%,
Cc1ccc2nsnc2c1NC(=O)CCc1ccccc1,-0.1%,7.3%,-2.4%,-0.8%,-0.1%,2.8%,-6.4%,1.2%,-3.3%,
COc1nc(N=C(N)N)nc2ccc(C)cc12,2.4%,.,-5.4%,24.9%,-0.6%,-36.0%,.,-0.6%,-8.6%,
O=C1c2ccccc2C(=Nc2ccccc2)C1c1cccc(Br)c1 (stereo not drawn),-1.0%,1.4%,-7.4%,16.2%,-0.4%,3.6%,-9.8%,1.4%,-5.4%,
O=C(NC(=S)NC(c1ccccc1)c1ccncc1)c1ccccc1 (stereo not drawn),-5.7%,8.4%,-1.2%,5.1%,-0.5%,23.4%,-2.6%,2.5%,-6.8%,
CN(CC(=O)Nc1ccc(N2CCOCC2)cc1)C(=O)CCNC(=O)c1ccccc1Cl,.,8.6%,.,-3.4%,.,15.7%,-5.8%,0.0%,.,
O=C1NC(=S)SC1=C1CCCC1,0.5%,30.2%,6.0%,5.4%,0.5%,72.9%,10.0%,0.0%,-1.8%,
CCOc1ccc(NC(=O)CNC(=O)c2cn(-c3ccccc3OC)c(=O)c3ccccc23)cc1,-0.1%,5.6%,-1.0%,15.9%,-1.1%,-0.6%,-6.5%,2.7%,3.7%,
CC1CCCN(CCCNC(=O)CN2C(=O)COc3ccc(S(=O)(=O)N4CCOCC4)cc32)C1 (stereo not drawn),.,12.2%,-9.4%,-9.8%,-0.3%,4.5%,2.7%,0.6%,7.1%,
Nc1cc(N2CCCCC2)c([N+](=O)[O-])cc1Cl,-5.4%,3.2%,-5.1%,1.3%,-1.0%,5.5%,2.6%,5.2%,-26.4%,
CC(=O)Oc1ccc2c(=O)c(-c3nc4ccccc4s3)coc2c1,-1.5%,8.4%,-2.3%,3.3%,-0.4%,8.9%,-3.8%,9.7%,-1.5%,
COc1cc(SC)ccc1C(=O)N1CCc2ccccc21,.,1.6%,5.5%,-5.1%,0.2%,10.3%,4.3%,6.3%,-0.2%,
O=C(C/C=N/OCc1ccc(Cl)cc1Cl)c1ccccc1,-2.3%,6.1%,-2.4%,5.7%,-0.3%,-1.1%,-0.6%,3.9%,12.3%,
COc1ccc(OCC(=O)Nn2c(-c3ccc(OC)cc3)nc3ccccc3c2=O)cc1,-3.8%,4.8%,-4.5%,12.3%,-0.8%,2.2%,-8.0%,0.5%,5.6%,
Cc1cccc(CNC(=O)Cn2ccc3cc(S(=O)(=O)N4CCCCCC4)ccc32)c1,.,-7.8%,-1.2%,-1.4%,0.9%,8.6%,3.6%,4.6%,-0.2%,
O=C(COC(=O)c1nc(Cl)ccc1Cl)Nc1ccccc1OC(F)F,-0.5%,8.4%,-5.8%,3.4%,0.6%,5.6%,-4.5%,0.3%,7.1%,
O=C(NCc1cccc(C(F)(F)F)c1)c1ccc2c(c1)OCCO2,.,0.0%,-9.3%,14.7%,-0.5%,1.9%,20.5%,4.0%,6.8%,
C=CCn1c(Cc2cccs2)nnc1SCC(=O)NC1CC1,.,5.4%,-7.3%,-8.3%,-0.2%,21.2%,-3.9%,1.0%,-10.0%,
Cc1cc(SCC(=O)N/N=C/c2ccc(O)c(O)c2O)c(C)cc1Br,-2.3%,-85.9%,10.2%,41.6µM*,0.0%,-12.9%,17.4µM*,0.3%,-1.7%,Dengue-2 NS5 capping pilot replicate=71.8*
O=C(CSc1nnc(SCc2ccccc2)s1)N/N=C/C=C/c1ccccc1[N+](=O)[O-],-0.7%,5.8%,13.5%,-1.0%,.,2.8%,-2.2%,1.3%,11.5%,
Cc1ccccc1NC(=S)N(CCN1CCCCC1)Cc1ccco1,-1.1%,-3.8%,-3.7%,-0.6%,-0.1%,4.5%,3.8%,0.0%,5.5%,
O=C(CCCN1C(=O)C(c2ccccc2)Oc2cccnc21)NCc1ccc(F)cc1 (stereo not drawn),.,12.7%,-7.8%,4.8%,-0.3%,.,-6.2%,1.7%,12.1%,
CC1CN(C(=O)CCCN2C(=O)c3ccccc3C2=O)CC(C)O1 (stereo not drawn),.,-0.4%,-6.3%,7.8%,0.0%,7.9%,.,0.2%,19.5%,

# An unsorted share of the library, and some 1.5% of all compounds hit somewhere here.
